Bioassay records as filed in PubChem.
ERp5 inh = inhibitors of ERp5-driven insulin aggregation, primary screen, biochemical, turbidity, absorbance 650 nm, single point; 350,000 tested, 0.05% active; inhibition, % at 9.99 µM; 90 min; Protein disulfide-isomerase A6 (Homo sapiens), Q15084;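 active means mean replicate inhibition above about 25%, with every replicate also reaching it, limit read from the data, passing the limit was not always enough; inconclusive means only one of those two criteria met; inactive means neither criterion met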
Target sequence (Q15084 whole entry, looked up): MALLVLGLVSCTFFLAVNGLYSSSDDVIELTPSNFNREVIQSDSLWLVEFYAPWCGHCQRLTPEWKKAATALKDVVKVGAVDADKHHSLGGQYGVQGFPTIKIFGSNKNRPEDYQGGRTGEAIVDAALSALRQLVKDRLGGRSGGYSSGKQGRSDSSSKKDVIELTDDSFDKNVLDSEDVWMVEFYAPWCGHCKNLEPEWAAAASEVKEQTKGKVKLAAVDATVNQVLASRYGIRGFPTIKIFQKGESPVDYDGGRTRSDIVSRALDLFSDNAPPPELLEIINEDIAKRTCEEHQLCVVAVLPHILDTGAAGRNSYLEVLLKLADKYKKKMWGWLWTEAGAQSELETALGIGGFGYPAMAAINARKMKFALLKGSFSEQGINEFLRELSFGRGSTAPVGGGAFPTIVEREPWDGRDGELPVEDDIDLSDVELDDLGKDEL
ARNT-TACC3 inh = disruptors of ARNT/TACC3 protein interaction, primary screen, biochemical, AlphaScreen, single concentration; AlphaScreen His-ARNT PAS-B/GST-TACC3 binding, luminescence; TACC3 fragment carries E629A point mutation; inhibition, % at 9.99 µM; 390,000 tested, 0.66% active;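 active means mean inhibition of replicates at least 50% and at least half of replicates each reaching 50%; inconclusive means half or more replicates reach 50% but mean below 50%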;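 further: 0% = complete ARNT plus TACC3 wells and 100% = ARNT alone without TACC3; many hits fall short of the cut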
GSIS activator = GLuc luminescence reporter in INS-1E cells, primary screen for activators of glucose-dependent secretion of insulin; INS-1E GLuc reporter insulin secretion, 2-3 h; activation, % at 16.6 µM; 370,000 tested, 0.61% active;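 active means lowest replicate activation of at least 40%, so every replicate reaches that level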;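 further: 0% = median of neutral control wells and 100% = median of IBMX positive control wells; some compounds called inactive have numbers as strong as hits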
PAX8 inh HTS = inhibitors of PAX8-driven TPO luciferase reporter, primary screen, RMG-I cells, single concentration. inhibition, % at 12.6 µM. 360,000 tested, 1.2% active. SteadyGlo, 24 h. AID 652154, 2013;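 active means mean replicate inhibition at least 60% with every replicate also reaching 60%; inconclusive means only one of the two criteria is met; inactive means mean below 60% and not all replicates reaching 60%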;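 further: luciferase light reporting Pax8 driven TPO promoter activity; plate controls were median of neutral control wells for no effect and mitoxantrone controls for full effect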
XiGFP reactiv = activators of inactive X chromosome reactivation, primary screen, imaging, XiGFP fibroblasts, GFP high-content imaging, set 2 | XiGFP mouse fibroblasts, % GFP-positive cells imaging, 3 d; cells co-treated with 5-aza-dC sensitizer; scaled so ellipticine positive control = 100% | 360,000 tested, 0.055% active | activation, % at 7.58 µM;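 active means mean normalized replicate activation at least 10% and every replicate at or above 10%; inconclusive means only one of the two criteria met; inactive means mean below 10% and not all replicates reach 10%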;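 further: 0% = median of on-plate neutral control wells and 100% = ellipticine 6 µM median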
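System: XiGFP fibroblasts, SV40-immortalized. Medium: DMEM plus 5-aza-dC sensitizer. Doses: single point. Timing: 3 d treatment, 15 min room-temperature fixation. Control set: ellipticine 6 µM.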
DENV2 CPE = inhibitors of DENV2 cytopathic effect, primary screen, cell-based, plate reader, single concentration. DENV2-infected cells, cytopathic effect rescue. CPE inhibition, % at 9.99 µM. 350,000 tested, 1.7% active; in the data active means CPE inhibition above about 20%, passing the limit was not always enough; inconclusive means no clear call, values can overlap the other calls; tested in BHK-21 cells;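 further: 0% = median of neutral control wells and 100% = median of positive control wells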
CFTR F508del cor = F508del CFTR correction, initial screen, CFBE line, single point; CFBE cells, YFP halide quenching; stimulated with forskolin plus potentiator P3; % fluorescence drop versus neutral controls; activity (quench increase), % at 7.58 µM; 350,000 tested, 0.36% active; AID 720511, 2013;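 active means mean added fluorescence quench of at least 8% versus neutral control, with both replicates also reaching 8%; inconclusive means only one of the mean or replicate conditions met; inactive means mean below 8% and not both replicates reaching 8%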;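 further: cells transiently co-express mutant CFTR-F508del with the halide-sensitive YFP; corrector assay measuring rescue of mutant channel to the surface after 24 h compound exposure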
EWS-Fli inh = EWS/Fli-driven NR0B1 reporter inhibitors, primary screen, A673 cells, NR0B1 luciferase, luminescence, MLPCN library; viability-normalised; inhibition, % at 12.6 µM; 350,000 tested, 0.67% active;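 active means mean inhibition of at least 50% after viability correction, with every replicate also passing that limit; inconclusive means mean reaches 50% but only one of two replicates passes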;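 further: firefly luciferase signal divided by Alamar Blue viability fluorescence both relative to DMSO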
* marks the source's active call; other numbers are inactive results; ? = inconclusive; . = no result given.

SMILES	ERp5 inh	ARNT-TACC3 inh	GSIS activator	PAX8 inh HTS	XiGFP reactiv	DENV2 CPE	CFTR F508del cor	EWS-Fli inh
CC1Cc2nc(SCC(=O)NCC3CCCO3)n(C)c(=O)c2S1 (stereo not drawn)	-4	2	17	16	0.1	5	-1.4	.
CN(C)c1ccc(NC(=S)NC(=O)/C=C/c2ccco2)cc1	-5	-5	-2	-15	0.1	-5	-1.0	-15
COc1ccccc1-c1cnc2c(c1)C(=O)N([C@@H](C)CO)C[C@H](C)[C@@H](CN(C)Cc1cccnc1)O2	4	0	23	.	-0.6	11	-3.2	-8
COc1cccc(C=C(C(C)=O)C(=O)c2ccccc2)c1	-5	.	-29	-13	0.1	10	-5.1	-24
Cc1cc(C)n2nc(CNS(=O)(=O)c3c(F)c(F)c(F)c(F)c3F)nc2n1	-1	-1	-12	85*	0.0	0	-0.4	.
O=C(Cc1c(Cl)cccc1Cl)Nc1ccncc1Cl	-7	-1	-3	-4	0.2	-8	0.3	16
CCCC#Cc1ccc2c(c1)O[C@@H](CN(C)C(C)=O)[C@@H](C)CN([C@@H](C)CO)S2(=O)=O	4	0	1	.	-0.9	-4	1.1	3
Cc1ccc(NC(=O)N2CCN(c3ccccn3)CC2)cc1	-4	1	-17	.	.	-1	-0.7	-11
O=C(NCc1ccccc1Cl)C(=O)NCC1OCCCN1S(=O)(=O)c1cccs1 (stereo not drawn)	-6	3	10	6	0.3	-11	-1.3	-2
NC(=O)C1CCN(C(=O)c2ccc3c(c2)S(=O)(=O)c2ccccc2C3=O)CC1	1	7	8	-12	0.5	-1	-1.6	16
CCC(=O)Oc1c(C(=O)CC)cc2c(C)cc(=O)oc2c1C	.	17	29	-16	0.0	.	.	.
COc1cc(NC(=O)c2cccnc2)ccc1-c1cc2ccccc2oc1=O	-3	.	1	5	1.3	10	0.5	-28
C/C=C/c1ccc2c(c1)O[C@@H](CN(C)C(=O)Cc1cccnc1)[C@H](C)CN([C@@H](C)CO)S2(=O)=O	-3	-3	-13	-21	1.9	0	5.6	4
CC1CC(C)CN(S(=O)(=O)c2ccc(C(=O)NN3CCOCC3)cc2)C1 (stereo not drawn)	-3	.	-5	4	-0.1	-1	0.3	0
Cc1ccc(-c2cc(C(=O)N3CC4(C)CC3CC(C)(C)C4)no2)cc1 (stereo not drawn)	1	-1	9	.	0.1	1	0.9	7
CO[C@H]1CC[C@@H]2CCN(C)C(=O)CC3(CCCCC3)CN(C)C(=O)c3cccc(C#N)c3OC[C@H]1O2	2	-8	.	-3	.	-4	.	6
Cc1ccccc1-c1csc(N)n1	1	1	-16	-55	0.1	-7	-0.8	-22
O=C(Nc1ccc(Nc2ccccc2)cc1)c1ccc(Cl)cc1[N+](=O)[O-]	-3	.	-10	24	0.1	8	-9.6	2
CCCC[C@@H]1C=C(C(=O)O)[C@H](c2ccc(Br)cc2)N1S(=O)(=O)c1ccc(C)cc1	0	28	0	-22	-0.1	?	-2.4	-2
O=C(Nc1ccc(F)cc1)OCCN1CCN(Cc2ccccc2)CCC1=O	-4	-6	.	-13	0.0	.	0.3	3
CC(C)C(=O)Nc1ccc(Oc2ccc3c(c2)C(=O)NC3=O)cc1	1	-3	-7	-8	0.3	1	-0.3	-6
CCCCNC(=O)C1(C)CCCCN1C(=O)c1oc2ccccc2c1C (stereo not drawn)	-3	.	.	7	0.1	-9	3.0	10
O=C(CSCc1ccc(Cl)cc1Cl)Nc1ccc(O)cc1C(=O)O	3	-11	.	-24	-0.1	?	.	-6
C[C@H]1CN([C@@H](C)CO)C(=O)c2cc(Br)cnc2O[C@@H]1CN(C)C(=O)C1CCOCC1	0	-9	1	.	0.0	-5	-1.9	-11
COc1ccc(C2(C)CC(C)(C)Nc3ccccc32)cc1 (stereo not drawn)	-5	17	9	12	0.1	26*	2.9	18
COc1ccc(/C=C/C(=O)N2CCN(C)CC2)cc1S(=O)(=O)N1CCCCC1	4	-4	1	-5	0.0	-2	-1.4	-3
Cc1cc(N)n(-c2ccc(C)c(C)c2)n1	5	5	15	-12	0.1	6	.	-14
Cc1ccc(S(=O)(=O)Nc2ccc3c(c2)C(=O)N([C@@H](C)CO)C[C@@H](C)[C@H](CN(C)Cc2ccc(Oc4ccccc4)cc2)O3)cc1	.	.	7	-30	0.2	.	3.6	14
O=C(Cc1ccccc1)Nc1ccc(Cl)cn1	1	-2	7	-30	0.0	12	2.3	-42
COc1ccc2c3c([nH]c2c1)[C@@H](CO)N(C(=O)c1ccccc1)CC31CN(C(=O)Nc2cccc(F)c2)C1	10	.	-16	.	0.3	-2	-3.3	4
O=C(NNC(=O)C1CCC1)c1cccc(Cl)c1	7	.	-2	-4	-0.1	-6	2.5	-7
CC(=O)Nc1ccc(NC(=O)c2ccc(Cn3cc(Cl)cn3)cc2)cc1	-5	.	0	-15	0.5	-5	-1.5	1
CCc1ccc(Nc2nnc(SCC(=O)Nc3cccnc3Cl)s2)cc1	-1	-8	3	43	0.0	-12	.	7
Cn1c(SCC(=O)Nc2ccccc2)nnc1C(F)(F)F	3	-7	-5	3	0.1	0	-0.4	-14
Cc1cc(C)c(S(=O)(=O)N2CCOC2CNC(=O)C(=O)NCc2ccco2)c(C)c1 (stereo not drawn)	2	11	-17	14	0.0	-2	-1.2	-3
O=C(CCN1C(=O)c2ccccc2C1=O)C1=NN[C@@H]2C(=O)N(c3cccc(Cl)c3)C(=O)[C@H]12	-5	1	-23	-23	-0.1	-3	.	-6
COc1cccc(OC)c1OC(=O)c1ccccc1	3	-17	-7	5	0.2	?	-4.9	-1
CC(=O)Nc1ccc(NC(=O)Oc2ccccc2)cc1	-4	3	2	.	.	2	-1.8	4
CO[C@H]1CN(C)C(=O)c2cc(NS(C)(=O)=O)ccc2OC[C@H](C)N(C(=O)NC(C)C)C[C@@H]1C	.	.	1	-8	-0.2	.	-4.4	-1
Cn1c(=O)c2sccc2n2c(CCCC(=O)NCCc3ccccc3)nnc12	-4	3	10	-23	0.0	3	0.1	-11
Cc1ccc(CNC(=O)c2c(-c3ccccc3Cl)noc2C)cc1	3	8	-3	-25	0.0	-2	-2.9	7
CCCOc1ccc(-c2c(C(=O)N/N=C/c3ccc(C)cc3)nnn2-c2nonc2N)cc1	3	.	.	8	0.1	3	0.0	-3
C[C@@H]1CN([C@H](C)CO)S(=O)(=O)c2ccc(C#CC3CCCCC3)cc2O[C@@H]1CN(C)C	0	6	-3	.	0.4	-2	-0.1	10
CO[C@@H]1CN(C)C(=O)c2cc(NC(=O)C3CCOCC3)ccc2OC[C@@H](C)N(Cc2cccnc2)C[C@H]1C	-2	1	2	2	0.2	-1	-0.5	-11
Cc1ccccc1N/N=C/c1ccc(C#N)cc1	7	1	10	-5	0.2	13	-2.2	-7
COc1ccc(C(=O)NCC(=O)NCC(c2ccco2)N(C)C)cc1OC (stereo not drawn)	0	-2	.	3	0.2	-5	.	2
CC1(C(=O)N2CCN(c3ccc([N+](=O)[O-])cc3)CC2)CC1(Cl)Cl (stereo not drawn)	1	6	3	12	0.0	-13	-2.0	11
O=C(CSc1nnc(NC(=O)c2ccccc2F)s1)NCc1ccc(F)cc1	4	-5	-3	-116	0.0	-12	2.4	.

Single entries from the results shown.
Under XiGFP reactiv, `Cc1ccccc1N/N=C/c1ccc(C#N)cc1` shows 0.2
Under DENV2 CPE, `CO[C@@H]1CN(C)C(=O)c2cc(NC(=O)C3CCOCC3)ccc2OC[C@@H](C)N(Cc2cccnc2)C[C@H]1C` shows -1

Following part.
SMILES	ERp5 inh	ARNT-TACC3 inh	GSIS activator	PAX8 inh HTS	XiGFP reactiv	DENV2 CPE	CFTR F508del cor	EWS-Fli inh
CN(C)CCNC(=O)C1CCN(S(=O)(=O)c2ccc3ccccc3c2)CC1	-1	-14	-9	0	0.1	?	1.3	5
CC(C)NC(=O)Nc1ccc2c(c1)C(=O)N([C@H](C)CO)C[C@@H](C)[C@@H](CN(C)C(=O)Nc1ccc3c(c1)OCO3)O2	-4	-7	10	-14	0.2	25*	-0.2	-7
Cc1[nH]c2ccccc2c1C(c1ccncc1)N1CCN(c2ccccn2)CC1 (stereo not drawn)	3	3	2	20	-0.1	-10	-2.1	4
O=P(c1ccccc1)(c1ccccc1)N(c1ccccc1)c1ccccc1	.	-5	21	3	0.1	.	.	.
CCC(=O)Nc1ccc2c(c1)OC[C@@H](C)NC[C@H](C)[C@@H](OC)CN(C)C2=O	2	-4	17	-6	0.1	28*	.	-5
COc1ccc(C(=O)COC(=O)CNC(=O)c2cc(OC)cc(OC)c2)cc1	3	-24	21	27	0.2	-1	2.1	-1
CC(Oc1ccc(Cl)cc1Cl)c1nc(-c2ccc(NC(=O)c3ccco3)cc2)no1 (stereo not drawn)	3	6	-21	-102	.	.	.	.
CC(=O)N1c2ccccc2N=C(c2ccc(C(F)(F)F)cc2)C1C(=O)NC1CCCC1 (stereo not drawn)	2	.	-22	26	0.1	5	2.2	-10
O=C(O)CCCn1ccc2cc(S(=O)(=O)N3CCCC3)ccc21	3	-3	2	5	0.1	-2	0.8	.
CCCn1nnnc1NC(=O)c1ccc(C)cc1Cl	-2	14	1	.	.	?	-3.4	-2
O=C(COC(=O)c1cccnc1Cl)Nc1cccc(S(=O)(=O)N2CCOCC2)c1	8	0	-9	22	0.0	12	5.0	12
CCCC(=O)Nc1ccc2c(c1)C(=O)N(C)C[C@H](OC)[C@@H](C)CN(Cc1cccc(F)c1)[C@H](C)CO2	-8	7	-36	.	0.0	0	-0.3	-14
CCc1ccc2nc3nc(C)cc(C)c3c(N)c2c1	-2	24	-5	.	.	3	0.2	-22
O=C1CCCCCN1C(=O)c1ccccc1	-10	-2	.	-10	0.3	-8	-4.5	-3
COc1ccc(/C=C/C2=CCN(Cc3ccc(OC)cc3)CC2)cc1	1	13	-23	11	0.3	3	.	13
CCc1nc(N2[C@H](C#N)[C@@H](c3ccccc3-c3ccccc3C)[C@H]2CO)sc1C	-3	.	3	9	0.0	?	0.0	-6
COC(=O)c1c(NC(=O)c2ccc(N(C)S(=O)(=O)c3ccc(C)cc3)cc2)sc2c1CCCC2	-1	-12	2	32	0.0	9	0.2	3
C[C@@H]1CCCCO[C@H](CN(C)Cc2ccccc2)[C@H](C)CN([C@@H](C)CO)C(=O)c2cc(NC(=O)Nc3ccc(F)cc3)ccc2O1	3	5	-20	22	0.0	-6	1.4	3
CCn1c(=O)c(C(=O)CN(C)CC(=O)Nc2ccccc2Br)c(N)n(Cc2ccccc2)c1=O	11	-3	-34	26	-0.1	-12	-0.4	4
O=C(COC(=O)c1ccccc1)Nc1cccc(S(=O)(=O)N2CCOCC2)c1	-1	0	-3	10	0.2	0	1.8	4
CN(C)CCCn1c2c(c(SCC(=O)Nc3ccc4c(c3)OCCO4)nc1=O)CCCC2	1	.	11	-34	0.1	6	0.9	-13
Cc1nc(-c2cccc(NS(C)(=O)=O)c2)cs1	4	-5	25	.	.	-8	-0.1	2
C[C@@H]1CN([C@@H](C)CO)C(=O)c2cc(C#Cc3ccccc3F)cnc2O[C@H]1CN(C)C(=O)C1CCC1	-7	.	-4	3	0.9	2	-1.9	-1
